MrgX1 antag: antagonists of human MrgX1 receptor, primary screen, HEK293 cells, Fluo-4 calcium flux. Mas-related G-protein coupled receptor member X1 (Homo sapiens), Q96LB2. AID 588676, 2011. BAM8-22 antagonism; active compounds read low. B-score at 10 µM. actives 1.3% (n = 310,000);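 active = calcium-response B-score plate-corrected more than 3 library SD below zero, starting fluorescence within 5 deviations, no agonist response on first addition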;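 note: peak minus trough fluorescence over baseline after final BAM8-22 challenge near maximal dose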
Target sequence (Q96LB2 whole entry, looked up): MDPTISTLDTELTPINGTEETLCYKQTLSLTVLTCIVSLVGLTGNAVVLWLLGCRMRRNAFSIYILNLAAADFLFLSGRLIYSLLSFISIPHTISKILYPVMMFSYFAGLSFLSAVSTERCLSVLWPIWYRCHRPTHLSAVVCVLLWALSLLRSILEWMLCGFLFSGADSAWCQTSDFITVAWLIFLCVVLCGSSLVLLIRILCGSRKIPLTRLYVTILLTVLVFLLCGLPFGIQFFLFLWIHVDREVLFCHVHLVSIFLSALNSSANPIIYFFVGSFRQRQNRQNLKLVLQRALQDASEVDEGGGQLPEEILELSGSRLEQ
ANO1 activ: TMEM16A chloride channel activators or potentiators, primary screen, cell-based, HTS | AID 623877, 2012 | B-score at 10 µM | HEK293 TMEM16A/YFP-H148Q/I152L, iodide quench fluorescence; active compounds read low | actives 0.3% (n = 340,000) | Anoctamin-1 (Mus musculus), Q8BHY3;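 active = fluorescence-ratio B-score plate-corrected deviation score at least 3 library SD below zero, with starting fluorescence score within 5 deviations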;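 note: channel opened by trigger with iodide after compound preincubation; score built on the fluorescence ratio of max minus min over baseline; more negative score means more quench and so TMEM16A activation or potentiation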
TRPC4 PAM: positive allosteric modulators of TRPC4, primary screen, cell-based, mouse TRPC4beta, HEK293 mu-opioid, Fluo-4 calcium | DAMGO EC20, Fluo-4 Ca2+ flux; active compounds read high | B-score at 10 µM | actives 0.42% (n = 310,000);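 active = B-score of calcium response area above 5 SD of library B-scores, with initial fluorescence ratio within 5 SD of library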;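 note: B-score of integrated fluorescence ratio over time as area under calcium response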
TMEM16A inh: TMEM16A chloride channel inhibitors, primary screen, cell-based, HTS. Anoctamin-1 (Mus musculus), Q8BHY3. HEK293 TMEM16A/YFP iodide influx fluorescence, ionomycin. normalized B-score (activity score, 25-100; higher = stronger inhibition) at 10 µM. actives 1.2% (n = 310,000). AID 588511, 2011;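 active = ratio plate-corrected score three or more library SD toward inhibition, starting fluorescence score within five deviations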;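 note: score derived from kinetic fluorescence span divided by baseline fluorescence per well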
TRPC6 inhibitor: mouse TRPC6 channel inhibitors, primary screen, cell-based, HEK293, membrane potential dye. ACh-evoked depolarization; active compounds read low. Short transient receptor potential channel 6 (Mus musculus), Q61143. B-score at 10 µM. actives 1.1% (n = 310,000). AID 2553, 2010;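 active = B-score under library mean minus 3 SD, initial fluorescence not abnormally high, positive integrated signal ratio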;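 note: B-score derived from integrated fluorescence ratio over the kinetic read; more negative B-score means stronger inhibition of depolarization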
TRPC4 block: inhibitors of mouse TRPC4 channel, primary screen, Fluo4 calcium, HEK293 TRPC4beta/mu-opioid cells; Short transient receptor potential channel 4 (Mus musculus), Q9QUQ5; DAMGO-evoked Fluo4 calcium flux; active compounds read low; B-score at 10 µM; actives 0.39% (n = 300,000);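 active = B-score over 3 SD under the library average, no early fluorescence shift, positive overall ratio signal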
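test system = HEK293 cells with stable TRPC4beta plus mu-opioid receptor expression | detection = Fluo4 Ca2+ flux fluorescence | read-out = integrated fluorescence ratio relative to baseline, converted to per-well B score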
MrgX1 ag: agonists of human MrgX1 receptor, primary screen, HEK293 cells, Fluo-4 calcium flux; Mas-related G-protein coupled receptor member X1 (Homo sapiens), Q96LB2; Fluo-4 calcium fluorescence, agonist mode; active compounds read high; B-score at 10 µM; actives 0.44% (n = 310,000); AID 588627, 2011;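 active = calcium response B-score plate-corrected fluorescence ratio at least 3 library SD, with starting fluorescence B-score inside 5 SD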
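times = overnight plating, then 30 min 37 °C plus 30 min room-temperature dye loading | assay system = stable human MrgX1 HEK293 cell line | input = fifteen thousand cells per well | signal = kinetic calcium dye fluorescence, Fluo-4 NW | dosing = compound delivered in addition one of three | read-out = B-scored fluorescence response ratio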
TRPC6 act: mouse TRPC6 channel activators, primary screen, cell-based, HEK293, membrane potential dye | Short transient receptor potential channel 6 (Mus musculus), Q61143 | HEK293-TRPC6 membrane potential dye fluorescence; active compounds read high | B-score at 10 µM | actives 0.13% (n = 310,000) | AID 2550, 2010;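 active = B-score of the integrated fluorescence ratio above library mean plus 3 SD, and starting fluorescence ratio within library mean plus 5 SD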;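 note: higher score means more depolarization so channel activation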
RGS4 block: RGS4 inhibitors, primary screen, cell-based, HEK293 M3R inducible RGS4, calcium flux; Fluo-4 calcium flux; active compounds read high; triggered by carbachol at its EC20; B-score at 10 µM; actives 0.45% (n = 310,000);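 active = B-score, a plate-corrected calcium signal, over three deviations above library mean, with baseline fluorescence within five deviations of library mean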;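 note: RGS4 expression induced by doxycycline in cells with stable M3 receptor; B-score is computed from the integrated fluorescence ratio over baseline after carbachol; higher B-score means a larger calcium signal and so more RGS4 inhibition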
Target sequence (P49798 whole entry, looked up): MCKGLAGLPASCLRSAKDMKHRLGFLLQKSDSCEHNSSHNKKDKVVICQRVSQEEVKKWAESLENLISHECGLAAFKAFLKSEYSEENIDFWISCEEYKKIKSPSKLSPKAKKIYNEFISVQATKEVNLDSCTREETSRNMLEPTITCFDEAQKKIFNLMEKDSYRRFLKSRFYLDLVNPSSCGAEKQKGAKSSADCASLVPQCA
MrgX1 PAM: positive allosteric modulators of MrgX1, primary screen, HEK293 cells, Fluo-4 calcium flux; Mas-related G-protein coupled receptor member X1 (Homo sapiens), Q96LB2; FDSS; active compounds read high; B-score at 10 µM; actives 0.63% (n = 310,000);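 active = plate-corrected calcium response at least 3 library SD above typical, normal starting fluorescence, not activating the receptor alone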;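 note: compound read alongside a low EC10 to EC30 dose of BAM8-22 agonist; peak minus trough fluorescence over baseline measured at the second addition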
TRPC4 agonist: activators of mouse TRPC4 channel, primary screen, Fluo4 calcium, HEK293 TRPC4beta/mu-opioid cells. B-score at 10 µM. Fluo4 calcium fluorescence; active compounds read high. actives 0.49% (n = 310,000). Short transient receptor potential channel 4 (Mus musculus), Q9QUQ5. AID 2237, 2010;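 active = B-score above 5 SD of library B-scores, and initial fluorescence ratio not above library mean plus 5 SD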;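 note: positive B-score marks a calcium rise read as TRPC4 activation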
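Material: TRPC4beta and mu-opioid receptor HEK293 stable cells | Incubation: 45 min room-temperature Fluo4 loading, 110 s read | Detection: Kinetic Fluo4 calcium fluorescence | Measure: Integrated baseline-normalised fluorescence ratio, converted to per-well B score | Benchmarks: Low control buffer alone, high control maximal DAMGO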
An asterisk follows results filed as active; i = inactive; · = not tested or not shown. An unsorted share of the library. Share with any hit: about 5.8%.

SMILES | MrgX1 antag | ANO1 activ | TRPC4 PAM | TMEM16A inh | TRPC6 inhibitor | TRPC4 block | MrgX1 ag | TRPC6 act | RGS4 block | MrgX1 PAM | TRPC4 agonist
CCC(Oc1ccccc1)C(=O)Nc1cc(Cl)ccc1-n1cncn1 (configuration not stated) | i | i | i | i | i | i | i | i | i | i | i
CCOC(=O)N1CCN(Cc2nc3cc(NC(=O)c4cccs4)ccc3n2C)CC1 | i | i | i | i | i | i | i | i | i | i | i
Cc1ccc(S(=O)(=O)CC(=O)N2CCN(c3cccc(C(F)(F)F)c3)CC2)cc1 | i | i | i | i | i | i | i | i | i | i | i
CC(C)CC(=O)NCC(C)NC(=O)CC(C)C (configuration not stated) | i | i | i | i | i | i | i | i | i | i | i
COCCCNC(=O)Cc1coc2ccc3ccccc3c12 | i | i | i | i | i | i | i | i | i | i | i
COc1cccc(NC(=O)c2cc(-c3ccco3)nc3ccccc23)c1 | i | i | i | i | i | i | i | i | i | i | i
N#CC1=C(N)Oc2cc(N)ccc2C1c1cccnc1 (configuration not stated) | i | i | i | i | i | i | i | i | i | i | i
Cc1cccc(NC(=S)Nn2cnnc2)c1C | i | i | i | i | i | i | i | i | i | i | i
COc1ccc(CCNC(=O)c2ccc3ccccc3n2)cc1 | i | i | i | i | i | i | i | i | i | i | i
O=C(COc1ccc(Cl)cc1)Nc1cccc(-c2ccc3nncn3n2)c1 | i | i | i | i | i | i | i | i | i | i | i
CC1CCCCN1C(=O)C(Cc1ccccc1)N1C(=O)C2CCCCC2C1=O (configuration not stated) | i | i | i | i | i | i | i | i | i | i | i
CCCNC(=O)Nc1ccsc1C(=O)OC | i | i | i | i | i | i | i | i | i | i | i
O=C(C1CCN(S(=O)(=O)c2cccc3nsnc23)CC1)N1CCc2ccccc2C1 | i | i | i | i | i | i | i | i | i | i | i
CC1CCC(NC(=O)c2cc3c(s2)CCCC3)CC1 (configuration not stated) | i | i | i | i | i | i | i | i | i | i | i
COc1ccc(C(=O)OC(C)C(=O)NC2CCCCC2C)cc1S(=O)(=O)N1CCOCC1 (configuration not stated) | i | i | i | i | i | i | i | i | i | i | i
O=C(N/N=C/C1CC=CCC1)c1ccc(Cl)cc1O (configuration not stated) | i | i | i | i | i | i | i | i | i | i | i
COC(=O)c1c(O)c2c([nH]c1=O)CCCC2 | i | i | i | i | i | i | i | i | i | i | i
CCCn1c(=O)c(C(=O)NCCc2ccc(OC)cc2)c(O)c2ccccc21 | i | i | i | i | i | i | i | i | i | 7* | i
COCCN1Cc2cc3cc(C)ccc3nc2SC1=Nc1ccc(OC)cc1 | i | i | i | i | i | i | i | i | i | i | i
O=C1CCN(c2ncccc2[N+](=O)[O-])CC1 | i | -4.9* | i | i | i | i | i | i | i | i | i
Cc1oc2cc(O)ccc2c(=O)c1Oc1ccccc1Br | i | i | i | i | i | i | i | i | i | i | i
O=C(COc1ccc(Cl)cc1)Nc1ccc(Cl)cn1 | i | i | i | i | i | i | i | i | i | i | i
CC(=O)Nc1cccc(-c2nnc3c4ccccc4c(C)nn23)c1 | i | · | i | i | i | i | i | i | i | i | i
COC(=O)c1scc(C)c1N1C(=O)c2ccccc2C1=O | i | i | i | i | i | i | i | i | i | i | i
CCc1ccc2c(c1)cc(CN(C(=S)Nc1ccccc1C)C1CC1)c1nnnn12 | i | i | i | i | i | i | i | i | i | i | i
O=C(CCSc1ccc(Cl)cc1)NCc1ccccn1 | i | i | i | i | i | i | i | i | i | i | i
COC(=O)Nc1ccccc1C(=O)N1CCCCC1 | i | i | i | i | i | i | i | i | i | i | i
Cc1cccc(C)c1NC(=O)CNC(=O)CCC(=O)c1cccs1 | i | i | i | i | i | i | i | i | i | i | i
O=C(c1ccc(Br)o1)N1CCN(c2ccccn2)CC1 | i | i | i | i | i | i | i | i | i | i | i
COc1ccc(-n2c(=S)[nH]c3c(sc(=S)n3-c3ccccc3)c2=O)c(OC)c1 | i | i | i | i | i | i | i | i | i | i | i
CCOC(=O)Cc1nnn(CC(=O)OCC)n1 | i | i | i | i | i | i | i | i | i | i | i
CCOc1ccc(-n2c(SCC(=O)Nc3cc(OC)c([N+](=O)[O-])cc3C)nc3ccccc32)cc1 | i | i | i | i | i | i | i | i | i | i | i
O=C(Cc1ccc(-n2c(=O)c3sccc3n(CC(=O)Nc3ccccc3F)c2=O)cc1)NCc1ccco1 | i | i | i | i | i | i | i | i | i | i | i
Cc1ccc(-c2cc(C(F)F)n3ncc(C(=O)NCc4ccco4)c3n2)cc1 | i | i | · | i | · | · | i | · | · | i | ·
Cc1ccc(-c2nn3c(C)nnc3s2)cc1NC(=O)CSc1ccc(Cl)cc1 | i | i | i | i | i | i | i | i | i | i | i
CCCCC1CCC(C(=O)OC(C)C(=O)Nc2ccc(NC(C)=O)cc2)CC1 (configuration not stated) | i | i | i | i | i | i | i | i | i | i | i
O=C(CCCCCN1C(=O)c2ccccc2C1=O)Nc1nccs1 | i | i | i | i | i | i | i | i | i | i | i
CCOc1ccc(C2NC(=O)C(C#N)=C(S)N2c2ccc(C)cc2)cc1OC (configuration not stated) | i | i | i | i | i | i | i | i | i | i | i
CC(C)(C)NC(=O)COc1ccc(CNc2ncn[nH]2)cc1 | i | i | i | i | i | i | i | i | i | i | i
CC(=O)C1=C(C)OC(N)=C(C#N)C1c1cccnc1 (configuration not stated) | i | i | i | i | i | i | i | i | i | i | i
O=C(NC1c2ccccc2-c2ccccc21)N1CCCCC1 | · | i | i | · | i | i | · | i | i | · | i
O=C(CCN1CCN(c2ccccc2F)CC1)Nc1ccc(F)cc1 | i | i | i | i | i | i | i | i | i | i | i
COc1ccc(NC(=O)NCCN2CCN(c3ccc(C)cc3)CC2)c(Cl)c1 | i | i | i | i | i | i | i | i | i | i | i
CCc1ccc(-c2cc(N)n(-c3ccccc3)n2)cc1 | · | i | i | · | i | i | · | i | i | · | i
Cc1ccc(-c2csc(NC(=O)C3=COCCO3)n2)cc1C | i | i | i | i | i | i | i | i | 9.6* | i | i

A second format for some results above.
Under each structure: MrgX1 antag	ANO1 activ	TRPC4 PAM	TMEM16A inh	TRPC6 inhibitor	TRPC4 block	MrgX1 ag	TRPC6 act	RGS4 block	MrgX1 PAM	TRPC4 agonist
- CCC(Oc1ccccc1)C(=O)Nc1cc(Cl)ccc1-n1cncn1 (configuration not stated)
→ i	i	i	i	i	i	i	i	i	i	i
- CCOC(=O)N1CCN(Cc2nc3cc(NC(=O)c4cccs4)ccc3n2C)CC1
→ i	i	i	i	i	i	i	i	i	i	i

Additional structures:
SMILES | MrgX1 antag | ANO1 activ | TRPC4 PAM | TMEM16A inh | TRPC6 inhibitor | TRPC4 block | MrgX1 ag | TRPC6 act | RGS4 block | MrgX1 PAM | TRPC4 agonist
Cc1cc(N2CCN(S(=O)(=O)c3ccc4c(c3)OCCO4)CC2)n2ncnc2n1 | i | i | i | i | i | i | i | i | i | i | i
Cc1cc(/C=C(\C#N)C(=O)NC2CCCCCC2)c(C)[nH]1 | i | i | i | i | i | i | i | i | i | i | i
CN(C)S(=O)(=O)c1ccc(NC(=S)NC(=O)Cc2ccccc2)cc1 | i | i | i | i | i | i | i | i | i | i | i
CC(=O)OC1COC(N2CCc3ccccc32)C(OC(C)=O)C1OC(C)=O (configuration not stated) | i | i | i | i | i | i | i | i | i | i | i
Cc1cc(C)n(-c2ccc(C(=O)Nc3cccc(S(=O)(=O)N(C)C)c3)cc2)n1 | i | i | i | i | i | i | i | i | i | i | i
CC(C)NC(=O)c1sc2nc(-c3cccs3)cc(-c3cccs3)c2c1N | -9* | · | i | i | i | i | i | i | i | i | i
CCc1ccc(-c2nc(SCC(=O)N3CCOCC3)n[nH]2)cc1 | i | i | i | i | i | i | i | i | i | i | i
CCCC(=O)Nc1nc(C)c(-c2csc(Nc3cc(OC)ccc3OC)n2)s1 | i | i | i | i | i | i | i | i | i | i | i
COc1cccc(OC)c1OCCOc1ccc(C(=O)c2ccccc2)cc1 | i | i | i | i | i | i | i | i | i | i | i
O=C(CS(=O)(=O)c1ccccc1)Nc1nnc(-c2cccs2)o1 | i | i | i | i | i | i | i | i | i | i | i
COc1cc(SC)ccc1C(=O)N1CCCc2ccccc21 | i | i | i | i | i | i | i | i | i | i | i
CC(C)(C)OC(=O)NOCC(=O)N(CC(=O)c1ccccc1)Cc1ccccc1 | i | i | i | i | i | i | i | i | i | i | i
O=C(NCC(c1ccc(F)cc1)N1CCOCC1)c1ccccc1F (configuration not stated) | i | i | i | i | i | i | i | i | i | i | i
Cn1c(CNC(=O)CNC(=O)c2ccc(C(C)(C)C)cc2)cc(=O)n(C)c1=O | i | i | i | i | i | i | i | i | i | i | i
Cc1cccc(OCC(O)Cn2c(=N)n(CCN3CCOCC3)c3ccccc32)c1 (configuration not stated) | i | i | i | i | i | i | i | i | i | i | i
CCN(CC)c1ccc(N=Cc2ccc(N(CC)CC)cc2O)cc1 | -8.2* | i | i | i | i | i | i | i | i | i | i
Cc1ccc(N(C)S(=O)(=O)c2csc(C(N)=O)c2)cc1C | i | i | i | i | i | i | i | i | i | i | i
O=C(CCC(=O)N(CC(=O)NC1CCCCC1)Cc1cccs1)Nc1ccccn1 | i | i | i | i | i | i | i | i | i | i | i
CSCC[C@H](NC(=O)OC(C)(C)C)c1nnc(SCC(N)=O)o1 | i | i | i | i | i | i | i | i | i | i | i
O=c1cc(CCl)nc2sc3ccccc3n12 | i | i | i | i | i | i | i | i | i | i | i
CCCc1cc2c(=O)c(-c3ccccn3)c(C)oc2cc1O | i | i | i | i | i | i | i | i | i | i | i
